Assay outcomes (PubChem BioAssay)
Yeast life ext: compounds extending yeast replicative lifespan, primary screen, S. cerevisiae, OD615 | S. cerevisiae growth with nicotinamide; deaD strain in restrictive glucose medium | 130,000 tested, 0.68% active | AID 775, 2007 | inhibition of the nicotinamide effect, % at 10 µM;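 active = inhibition above a set limit, placed 3 SD over the median of all compounds, cut at about 26% in these data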;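 note: 0% = nicotinamide-treated wells and 100% = cells grown without nicotinamide; some compounds called inactive have numbers as strong as hits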
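Test system – modified budding yeast, DeaD strain · Compound – single dose 10 µM compound, 0.25% DMSO · Times – culture preincubation 4 h, compound exposure 48 h, both 30 °C · Detection – optical density (absorbance) at 615 nm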
NPY Y2 blocker: NPY-Y2 receptor antagonists, primary screen, cell-based | Neuropeptide Y receptor type 2 (Homo sapiens), P49146 | NPY-Y2 expressing cells, antagonist mode | inhibition, % at 2.7 µM | 140,000 tested, 0.99% active; in the data active = inhibition above about 17%;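 note: 0% = vehicle with agonist challenge and 100% = reference antagonist with challenge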
Target sequence (P49146 whole entry, looked up): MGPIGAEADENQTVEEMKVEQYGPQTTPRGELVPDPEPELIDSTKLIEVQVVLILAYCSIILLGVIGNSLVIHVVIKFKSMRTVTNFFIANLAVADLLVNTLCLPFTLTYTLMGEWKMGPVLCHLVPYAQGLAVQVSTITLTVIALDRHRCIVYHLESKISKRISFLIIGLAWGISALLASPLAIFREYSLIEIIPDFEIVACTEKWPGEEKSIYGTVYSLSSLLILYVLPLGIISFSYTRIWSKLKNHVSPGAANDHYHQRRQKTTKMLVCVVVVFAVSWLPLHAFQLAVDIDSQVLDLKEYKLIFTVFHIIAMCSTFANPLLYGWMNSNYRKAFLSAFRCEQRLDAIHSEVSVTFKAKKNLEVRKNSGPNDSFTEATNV
MRP-1 activ: H69AR viability gain despite doxorubicin, primary screen, MRP-1 activator project, H69AR cells, CellTiter-Glo. 140,000 tested, 0.61% active. viability rescue. AID 799, 2007. viability increase, % at 10 µM;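 active = viability gain under doxorubicin at or above a set limit, the compound median plus 3 SD, cut at about 4.7% in these data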;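 note: MRP-1 overexpressing cells given doxorubicin 25 µM after compound pretreatment; 18-22 h compound pretreatment then 72 h with doxorubicin before readout; 0% = doxorubicin-only wells and 100% = vehicle-treated cells without doxorubicin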
Measles CPE: compounds protecting cells from measles virus cytopathic effect, primary screen, measles RdRp inhibitor project, single point, MLSMR library, absorbance. Measles virus-infected cells, CPE protection. protection (pct of control), % at 4 µM. 140,000 tested, 1.5% active. AID 841, 2007; in the data active = protection mostly above about 24%, no sharp cut-off; inactive = mostly below about 26%; note: some compounds called inactive have numbers as strong as hits
HCT116 bCat-KO: primary screen for growth suppressors in beta-catenin knockout HCT116 cells (colon tumor, human). HCT116 beta-catenin knockout viability, CellTiter-Glo, 60 h; active compounds read low. viability, % at 10 µM. 140,000 tested, 1.5% active. AID 818, 2007;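 active = viability at or under a set limit, the compound median less 4 SD, cut at about 6% in these data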;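 note: 0% = Hyamine 1622 control at 20 µM and 100% = untreated cell control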
Phagocyt inh: inhibitors of macrophage phagocytosis, primary screen, imaging, J774A.1 cells, IgG beads. inhibition, % at 5 µM. J774A.1 macrophage IgG-bead phagocytosis. 110,000 tested, 0.07% active;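 active = inhibition above the mean of the plate negative controls plus 5 SD, cut at about 13% in these data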;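 note: phagocytic index as fraction of beads internalized from green versus red external bead signal; plate controls were DMSO negative control for no effect and cytochalasin-D positive control for full effect; some results beyond the cut were filed as inactive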
E-sel TNF inh: E-selectin induction blockers in HUVEC – imaging, immunofluorescence, high content, primary screen | 120,000 tested, 0.71% active | inhibition, % at 2 µM | HUVEC TNFa-induced E-selectin immunofluorescence;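 active = inhibition above the batch mean plus 3 SD, and confirmed as a hit on visual image review, cut at about 43% in these data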;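 note: 0% = TNF-stimulated DMSO wells and 100% = unstimulated control wells; not every result past the cut was called active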
Yeast growth inh: growth inhibitors of yeast BB579 in restrictive medium, primary screen, yeast lifespan-shortening project, S. cerevisiae. OD615, 48 h. inhibition, % at 10 µM. 140,000 tested, 0.51% active. AID 804, 2007;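 active = inhibition above a set limit, 3 SD over the mean compound inhibition, cut at about 44% in these data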; note: inactives centre near -24
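System: DeaD yeast strain BB579; buffer or medium: CSMM-D dextrose restrictive medium; technique: OD at 615 nm; schedule: 4 h cell preincubation, 48 h compound exposure, 30 °C humidified; doses: single 10 µM dose; controls: amphotericin B 10 µg/mL, positive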
GALR2 antag: GALR2 antagonists in receptor-expressing cells, primary screen; Galanin receptor type 2 (Homo sapiens), O43603; antagonist mode; inhibition, % at 4 µM; 140,000 tested, 0.39% active; AID 828, 2007; in the data active = inhibition above about 27%;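 note: cells stimulated with galanin 1-16 at roughly its EC80; 0% = agonist challenge control and 100% = basal control without agonist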
Target sequence (O43603 whole entry, looked up): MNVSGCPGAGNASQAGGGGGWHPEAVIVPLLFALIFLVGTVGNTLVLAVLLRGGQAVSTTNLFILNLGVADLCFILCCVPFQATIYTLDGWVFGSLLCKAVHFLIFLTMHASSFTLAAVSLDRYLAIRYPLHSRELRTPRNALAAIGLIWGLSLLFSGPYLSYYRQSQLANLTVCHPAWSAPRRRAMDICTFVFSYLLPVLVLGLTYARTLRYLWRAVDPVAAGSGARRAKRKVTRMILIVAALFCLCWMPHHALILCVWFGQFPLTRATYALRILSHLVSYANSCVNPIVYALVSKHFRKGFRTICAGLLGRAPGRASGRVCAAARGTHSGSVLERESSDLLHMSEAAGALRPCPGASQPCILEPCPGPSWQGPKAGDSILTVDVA
HCT116 PTEN-null: growth suppression of PTEN-null HCT116, primary screen, cell-based, CellTiter-Glo. HCT116 PTEN-null viability, 60 h; active compounds read low. viability, % at 10 µM. 140,000 tested, 1.2% active;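 active = viability at or below a set limit, 4 SD under the median of all tested compounds, cut at about 3.7% in these data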;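 note: PTEN knockout HCT116 line with beta catenin targeted HCT116 as companion control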
An asterisk follows results filed as active; · = no result given. Rows are unselected; overall some 6.1% were active at least once.

SMILES	Yeast life ext	NPY Y2 blocker	MRP-1 activ	Measles CPE	HCT116 bCat-KO	Phagocyt inh	E-sel TNF inh	Yeast growth inh	GALR2 antag	HCT116 PTEN-null
Cc1ccc(N2C(=O)c3ccc(N)cc3C2=O)cc1	-16	-3	-0.8	23	97	0	3	-31	6	102
CC(=O)Nc1ccc(C2(O)COc3ccccc3O2)cc1 (centres undefined)	-7	2	-1.1	9	93	-1	-25	-56	4	89
COc1ccccc1N1CCN(c2ncnc3nc[nH]c23)CC1	-7	2	-2.0	18	93	0	-34	-19	10	98
CC(Nc1oc(-c2ccco2)nc1C#N)c1ccccc1 (centres undefined)	-4	1	-1.9	5	86	-11	·	-36	-3	91
NC(=O)C1(N2CCCCC2)CCN(CC(=O)Nc2cc(Cl)ccc2Cl)CC1	-10	1	-1.5	19	75	-1	0	-77	2	89
COc1ccc(/C=C/C(=O)NCc2ccccn2)cc1	-1	4	-1.4	2	83	-3	·	-44	10	94
O=C(CN1C2=NCCN2c2ccccc21)C12CC3CC(CC(C3)C1)C2	-12	49*	-2.5	11	60	0	14	0	-4	48
COc1ccc(NC(=O)CSc2nnc(-c3ccccn3)n2Cc2ccco2)cc1OC	-13	2	-2.4	13	86	·	15	-24	-2	84
C=CCn1c(-c2ccc(C)cc2)nc2ccccc21	-8	7	-2.7	12	97	-1	12	-20	-3	97
CCN1CCc2nc(NC(=O)Cc3ccc4c(c3)OCCO4)sc2C1	-12	0	0.5	12	100	0	·	-33	-2	110
O=C(NC(Cc1ccccc1)C(=O)O)c1ccc(S(=O)(=O)N2CCCC2)cc1 (centres undefined)	-18	-2	0.5	7	106	1	-6	-19	-5	91
C/C(=N/NC(=O)c1ccoc1C)c1ccc(N2CCOCC2)cc1	-1	0	0.5	8	88	-5	·	-27	-12	97
CC(Sc1ccc(Cl)cc1)C(=O)Nc1ccccc1-c1ccccc1 (centres undefined)	1	20*	-1.6	5	61	4	·	-38	13	58
Cc1cc(C)n(CC(O)COc2cccc(OCC(O)Cn3nc(C)cc3C)c2)n1 (centres undefined)	-3	-1	-1.9	1	89	3	-14	7	-3	86
COc1cccc(C2CC(C(F)(F)F)n3ncc(C(=O)O)c3N2)c1 (centres undefined)	-4	5	-3.3	6	89	0	-30	-23	2	94
CCCCn1c(SCC(=O)NCCOC)nc2ccc(N3CCOCC3)cc2c1=O	-19	-1	-3.2	21	104	·	-4	-26	-6	107
CCOc1ncccc1C(=O)NCc1ccccc1	-3	5	-1.2	18	84	-2	-18	-14	6	99
COc1ccc(OC)c2sc(NC(=O)C3=COCCO3)nc12	-15	-1	-1.2	9	77	-1	·	9	10	83
C=CCNC(=S)NNC(=O)c1csc(CC)c1	4	3	0.6	13	99	1	·	-41	-2	93
Cc1ccc(C(c2sc3ncnn3c2O)N2CC(C)CC(C)C2)cc1 (centres undefined)	-7	6	2.9	4	94	0	·	6	3	88
CCn1c(/C=C/N(C(C)=O)c2ccccc2)[n+](CC)c2ccc(Cl)cc21	0	2	-2.4	20	74	-13	·	6	1	73
Cn1nnnc1SCc1cc(=O)n2ccsc2n1	0	-1	0.6	5	106	-1	·	-63	-5	95
CC(C)(C)NC(=O)Cn1nnc(-c2ccccc2Cl)n1	-13	0	1.8	7	91	·	26	-13	5	96
COc1ccc(S(=O)(=O)N(C)CC(=O)O)c2ccccc12	-1	3	-0.4	6	90	0	-1	-24	-2	91
N#Cc1ccccc1-n1c(N)c(C(=O)N2CCCC2)sc1=S	-6	3	-3.8	27	91	·	13	14	4	91
NC(=O)NC(=O)COC(=O)CCCc1c[nH]c2ccccc12	2	7	-0.7	7	96	·	·	-19	5	102
CCOC(=O)c1[nH]c(C(=O)O)c(CCN(CC)CC)c1C	10	2	-0.7	17	92	-1	-5	-37	9	96
CCN1C(=O)C(O)(C2COC(C)(C)CC2=O)c2cc(Br)ccc21 (centres undefined)	-1	-1	-4.7	8	25	10	-32	-27	3	30
Cc1cc(C)c2oc(C(=O)Nc3ccc(S(=O)(=O)N4CCCC(C)C4)cc3)cc(=O)c2c1 (centres undefined)	-6	1	-1.7	14	82	-3	·	-27	-4	81
Cc1ccc(NC(=O)c2ccc(CSc3nnc(C)s3)cc2)c(C)c1	-1	1	1.9	5	99	·	-8	-48	5	105
COc1ccc(NC(=O)Nc2ccccc2OC)cc1	-11	4	0.4	5	88	·	3	-18	4	97
O=C(NCCO)c1nc2ccccc2s1	·	6	-0.3	16	94	·	-15	-17	-7	98
O=C(CN1CCN(c2ncccn2)CC1)NCc1ccccc1	-10	0	-0.5	14	98	-2	-15	-47	-3	121
O=S(=O)(Nc1nc2ccccc2nc1NCCO)c1cccc(Cl)c1	-16	2	-3.0	10	98	0	-6	-42	4	97
Cc1nonc1NC(=O)Nc1cccnc1	-7	-2	-2.6	7	93	·	·	-17	3	101
CCN(CC)S(=O)(=O)c1cc(NC(=O)C(C)N2CCN(Cc3ccc4c(c3)OCO4)CC2)ccc1C (centres undefined)	2	6	-3.9	5	32	-1	·	-27	9	45
Cc1ccc(-c2nnc(Nc3ccc(C(N)=O)cc3)c3ccccc23)cc1S(=O)(=O)NCC1CCCO1 (centres undefined)	8	1	1.8	31	82	-10	-5	-34	6	80
O=C(CSc1nccn1-c1ccccc1)c1ccc(Br)cc1	-8	4	-0.8	12	80	·	16	-17	-4	75
O=C(NCC(c1cccs1)N1CCOCC1)c1ccccc1NS(=O)(=O)c1cc([N+](=O)[O-])ccc1Cl (centres undefined)	6	1	-4.0	6	63	-2	8	-5	-24	62
C=CCc1cc(C=O)cc(OC)c1OCc1ccc(Cl)cc1	-13	7	-5.2	3	97	-1	26	-17	-12	81

4 entries from above, field by field.
> O=S(=O)(Nc1nc2ccccc2nc1NCCO)c1cccc(Cl)c1
  Yeast life ext: -16; NPY Y2 blocker: 2; MRP-1 activ: -3.0; Measles CPE: 10; HCT116 bCat-KO: 98; Phagocyt inh: 0; E-sel TNF inh: -6; Yeast growth inh: -42; GALR2 antag: 4; HCT116 PTEN-null: 97
> Cc1nonc1NC(=O)Nc1cccnc1
  Yeast life ext: -7; NPY Y2 blocker: -2; MRP-1 activ: -2.6; Measles CPE: 7; HCT116 bCat-KO: 93; Phagocyt inh: ·; E-sel TNF inh: ·; Yeast growth inh: -17; GALR2 antag: 3; HCT116 PTEN-null: 101
> CCN(CC)S(=O)(=O)c1cc(NC(=O)C(C)N2CCN(Cc3ccc4c(c3)OCO4)CC2)ccc1C (centres undefined)
  Yeast life ext: 2; NPY Y2 blocker: 6; MRP-1 activ: -3.9; Measles CPE: 5; HCT116 bCat-KO: 32; Phagocyt inh: -1; E-sel TNF inh: ·; Yeast growth inh: -27; GALR2 antag: 9; HCT116 PTEN-null: 45
> Cc1ccc(-c2nnc(Nc3ccc(C(N)=O)cc3)c3ccccc23)cc1S(=O)(=O)NCC1CCCO1 (centres undefined)
  Yeast life ext: 8; NPY Y2 blocker: 1; MRP-1 activ: 1.8; Measles CPE: 31; HCT116 bCat-KO: 82; Phagocyt inh: -10; E-sel TNF inh: -5; Yeast growth inh: -34; GALR2 antag: 6; HCT116 PTEN-null: 80

(further entries)
Every second line gives: Yeast life ext, NPY Y2 blocker, MRP-1 activ, Measles CPE, HCT116 bCat-KO, Phagocyt inh, E-sel TNF inh, Yeast growth inh, GALR2 antag, HCT116 PTEN-null
> CC1(C)CC(=O)c2c(nc3ccccc3c2N)C1
    -11, 5, -2.1, 27, 98, 0, -1, -22, -6, 94
> Cc1cc(C)nc(SCCCn2c(=O)[nH]c3ccccc32)n1
    4, 0, -1.9, 10, 101, -1, ·, 7, -3, 98
> CC(NC(=O)c1ccc(F)cc1)c1ccc2c(c1)CCCC2 (centres undefined)
    5, 1, 2.2, 3, 89, 2, 30, -10, 10, 83
> CSc1ccc(/C=N\NC(=O)COc2ccc(Cl)cc2Br)cc1
    -7, 6, -1.0, ·, 89, -2, -19, -41, 2, 92
> O=C(Nc1ccc(CN2CCCCC2)cc1)c1cccc(Br)c1
    -3, 5, -2.5, 6, 93, -7, 7, -19, 16, 87
> CCN(CC)C(=O)CSc1nnc(NC(=O)CCc2ccccc2)s1
    8, 2, 2.2, 6, 93, -5, ·, -26, 3, 88
> Nc1nnc(SCC(=O)OCC(=O)Nc2ccc(Br)cc2)s1
    3, -1, -0.6, 9, 84, -8, -8, -27, -10, 96
> CCOC(=O)C1CCCN(C(=O)C2CC(=O)N(c3ccc(C)cc3)C2)C1 (centres undefined)
    -8, 0, -1.9, 12, 94, 1, -58, -35, 6, 97
> O=C(NC1CCCCCC1)c1ccc(N2CCCC2=O)cc1
    -8, 3, 0.1, 10, 100, 3, -35, -36, 7, 115
> CCCc1ccc(OCc2nc(-c3ccc(NC(=O)c4cccs4)cc3)no2)cc1
    -5, 2, -5.5, 26, 15, ·, 3, -1, 6, 25
> CC(C)CC(=O)Nc1ccc(C(=O)NNC(=O)C(c2ccccc2)c2ccccc2)cc1
    -14, 3, -0.4, 18, 93, ·, -19, -14, -3, 82
> Cc1ccccc1C(=O)Oc1ccc(Br)cc1C(=S)N1CCCC1
    2, 17*, -4.0, 5, 78, 2, -28, -41, 5, 82
> O=C(CSc1nc(-c2cccs2)cc(C(F)(F)F)n1)NCc1ccco1
    -5, 3, -2.2, 10, 84, 2, -48, -43, 6, 83
> COc1cccc(/C=C/C(=C2/C(=O)N(c3ccccc3)N=C2C)c2ccc(C)cc2)c1OC
    2, 1, -0.7, ·, 49, -10, ·, -18, 2, 48
> Cc1nc(CSc2nnc(Nc3cccc(C)c3C)s2)cs1
    2, 3, -0.7, 18, 90, -1, 1, -27, 10, 94
> CCOc1ccc(NC(=O)CCS(=O)(=O)c2ccc3c(c2)CCCN3C(C)=O)cc1
    -14, 1, -1.1, 1, 89, 0, -9, -61, -10, 94
> O=C(CSc1ccc(-c2nc3ccccc3[nH]2)cn1)Nc1ccc(S(=O)(=O)NC2CC2)cc1
    1, 2, -0.8, 5, 83, -8, ·, -33, -9, 90
